JNK3 inh: JNK3 kinase activity inhibitors, primary screen, biochemical, human, purified enzyme | Mitogen-activated protein kinase 10 (Homo sapiens), P53779 | HTS | inhibition, % at 8 µM | hit rate 0.61% among 60,000 | AID 746, 2007; in the data active means inhibition above about 17%;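 further: 0% = DMSO and 100% = reference inhibitor; many of its hits are not listed in these tables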
Target sequence (P53779 whole entry, looked up): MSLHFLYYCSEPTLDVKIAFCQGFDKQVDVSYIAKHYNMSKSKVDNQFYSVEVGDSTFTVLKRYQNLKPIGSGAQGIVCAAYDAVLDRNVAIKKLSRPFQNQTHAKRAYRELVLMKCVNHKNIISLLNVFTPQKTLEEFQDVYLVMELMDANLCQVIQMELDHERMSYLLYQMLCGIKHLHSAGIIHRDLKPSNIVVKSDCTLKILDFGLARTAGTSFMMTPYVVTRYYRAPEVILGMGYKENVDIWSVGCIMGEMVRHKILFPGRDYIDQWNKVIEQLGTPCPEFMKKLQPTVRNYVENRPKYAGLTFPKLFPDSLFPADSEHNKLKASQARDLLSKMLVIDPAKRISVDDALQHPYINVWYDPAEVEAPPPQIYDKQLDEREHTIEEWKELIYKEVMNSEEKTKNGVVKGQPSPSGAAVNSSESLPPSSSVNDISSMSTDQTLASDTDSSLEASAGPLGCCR
CatB mix inh: cathepsin B inhibitors from pooled compounds, primary screen, biochemical, compound mixtures, AMC fluorescence; Purified cathepsin B, AMC dipeptide fluorescence; inhibition, %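 (ten-compound pools at 5 µM per compound and 50 µM total)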; P07858; AID 488, 2006; hit rate 0.06% among 62,000; in the data active means inhibition above about 22%, passing the limit was not always enough;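 further: 0% = enzyme without compound and 100% = no enzyme blank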
AP ELISA ortho: alternative complement pathway inhibitors, primary screen, biochemical, ELISA, human serum, orthogonally pooled compounds; LPS-coated ELISA, C3 deposition; tested in compound mixtures; inhibition, % at 5 µM; hit rate 0.08% among 62,000; AID 1235, 2008;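 active means inhibition above 30% in each of the two pooled mixtures holding the compound, so the lower value exceeds 30%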;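 further: 0% = serum in Mg-EGTA without compound and 100% = EDTA serum blank; some compounds past the cut are filed as inactive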
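Test system – human serum alternative complement pathway, C3 deposition on LPS-coated wells · Buffer or medium – diluted human serum in Mg2+-EGTA GVB++ · Compound dosing – 5 µM each compound, pools of ten, 50 µM per pool · Schedule – 1 h serum-compound exposure at 37 °C · Measured by – Anti-C3 ELISA, OD 450 nm · Read-out basis – percent inhibition of C3 deposition onto LPS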
ROCK2 blocker: inhibitors of human ROCK2 kinase, primary screen, biochemical, high-throughput, luminescence | Rho-associated protein kinase 2 (Homo sapiens), O75116 | purified ROCK2, Kinase-Glo ATP depletion luminescence | inhibition, % at 6 µM | hit rate 0.35% among 60,000;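 active means inhibition above the screen-wide mean inhibition plus 3 SD, cut at about 18% in these data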;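 further: plate controls were DMSO wells for no effect and Y-27632 control wells after no-enzyme background subtraction for full effect; many of its hits are not listed in these tables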
E coli RNAP: E. coli RNAP inhibitors, biochemical | DNA-directed RNA polymerase subunit beta (Escherichia coli (strain K12)), P0A8V2 | E. coli RNA polymerase, fluorescence transcription assay | inhibition, %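 (tested at 10 µM)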 | hit rate 0.2% among 62,000; in the data active means inhibition above about 20%;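 further: 0% = enzyme without compound and 100% = no enzyme blank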
PKA inh: inhibitors of human PKA kinase activity, primary screen, biochemical, ATP-depletion luminescence, Kemptide substrate; PKA Kemptide phosphorylation, Kinase-Glo ATP luminescence; hit rate 0.1% among 65,000; inhibition, % at 6 µM; cAMP-dependent protein kinase catalytic subunit alpha (Homo sapiens), P17612;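 active means inhibition above the screen-wide mean inhibition plus 3 SD, cut at about 21% in these data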; further: many of its hits are not listed in these tables
CatS block: inhibitors of human cathepsin S, biochemical, compound mixtures | AID 501, 2006 | P25774 | recombinant cathepsin S, AMC dipeptide fluorescence, pooled mixtures | inhibition, %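 (tested at 5 µM per compound within 10-compound mixtures)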 | hit rate 0.06% among 62,000; in the data active means inhibition above about 32%, passing the limit was not always enough;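 further: 0% = enzyme without compound and 100% = blank without enzyme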
CatB block: human cathepsin B inhibitors, primary screen, biochemical, fluorogenic substrate; P07858; purified cathepsin B, fluorescence; inhibition, %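 (tested at 10 µM)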; hit rate 0.1% among 63,000; AID 453, 2006; in the data active means inhibition above about 21%;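 further: 0% = enzyme with no compound and 100% = no enzyme blank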
RORA act: activators of orphan receptor RORA, primary screen, cell-based, luminescence | CHO-K1 Gal4-RORA LBD luciferase reporter; percent increase over mock-subtracted basal signal | activation, % at 10 µM | hit rate 1.5% among 65,000 | AID 560, 2006;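 active means activation above the mean of all tested compounds plus 3 SD, cut at about 49% in these data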;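 further: 0% = DMSO-treated RORA cells and 100% = added signal equal to DMSO minus mock-transfected cells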
Target sequence (P35398 whole entry, looked up, the tested form may be a part): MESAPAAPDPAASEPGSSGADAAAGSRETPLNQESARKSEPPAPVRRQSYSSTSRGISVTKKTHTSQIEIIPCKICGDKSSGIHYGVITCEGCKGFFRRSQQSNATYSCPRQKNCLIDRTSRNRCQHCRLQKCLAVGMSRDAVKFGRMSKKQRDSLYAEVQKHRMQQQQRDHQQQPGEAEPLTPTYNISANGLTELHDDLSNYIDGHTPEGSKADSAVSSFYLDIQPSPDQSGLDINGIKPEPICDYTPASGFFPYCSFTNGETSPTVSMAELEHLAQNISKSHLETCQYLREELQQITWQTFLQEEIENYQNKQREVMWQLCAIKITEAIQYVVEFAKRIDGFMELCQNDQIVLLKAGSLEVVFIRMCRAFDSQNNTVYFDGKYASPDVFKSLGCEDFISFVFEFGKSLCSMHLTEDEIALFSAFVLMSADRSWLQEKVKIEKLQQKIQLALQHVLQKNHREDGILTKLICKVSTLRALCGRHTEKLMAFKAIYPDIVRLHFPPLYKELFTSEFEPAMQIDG
Numbers without * were called inactive; . = not tested or not shown; & = joins results of further samples. These rows are one share of the data; rates above refer to the full screens.

Screens by letter – A = JNK3 inh; B = CatB mix inh; C = AP ELISA ortho; D = ROCK2 blocker; E = E coli RNAP; F = PKA inh; G = CatS block; H = CatB block; I = RORA act
molecule: O=C(COc1ncnc2ccccc12)N1CCN(S(=O)(=O)c2ccc(Cl)cc2)CC1
  A: 5	B: 6	C: -1	D: 3	E: 8	F: 3	G: 13	H: 3	I: 3
molecule: O=C(Cn1cnc2c(oc3ccccc32)c1=O)N1CCN(c2ccccc2)CC1
  A: .	B: 0	C: 7	D: .	E: -1	F: -2	G: 10	H: 2	I: 9
molecule: CC1(C)OC(=O)C(=CNc2ncccn2)C(=O)O1
  A: 7	B: 4	C: 20	D: 6	E: 7	F: 6	G: 2	H: 3	I: -9
molecule: OC(c1cccnc1)c1cccs1 (stereo not given)
  A: -1	B: -3	C: 16	D: -2	E: -7	F: -7	G: -3	H: -3	I: -10
molecule: COC(=O)C1C2C=CC3(CN(CC4CCCO4)C(=O)C13)O2 (stereo not given)
  A: -7	B: -1	C: 1	D: -2	E: 1	F: 8	G: -5	H: -3	I: 11
molecule: COc1nc(Nc2ccc(OC)c(Cl)c2)nc(OC)n1
  A: 3	B: 7	C: 27	D: 6	E: 7	F: 7	G: 3	H: 4	I: -2
molecule: COC(=O)c1ccccc1NC(=O)Cn1cnc2c(cnn2-c2ccccc2)c1=O
  A: 3	B: 3	C: 2	D: 2	E: 6	F: 3	G: 8	H: -5	I: -16
molecule: CCN(Cc1ccccc1)C(=O)CCc1nc(-c2ccc(C)cc2)no1
  A: -3	B: 4	C: 5	D: 4	E: 2	F: -4	G: 5	H: 2	I: -18
molecule: CCOC(=O)c1ccc(Oc2nc(NC)nc(SC)n2)cc1
  A: 2	B: -2	C: -11	D: 2	E: 6	F: 6	G: -8	H: -1	I: -13
molecule: Cc1ccc2cc3cc(C(=O)N4CCCCCC4)oc3nc2c1
  A: -4	B: 4	C: 16	D: 0	E: 2	F: 5	G: 0	H: 3	I: 9
molecule: O=C(NCC(=O)N(c1cccnc1)C(C(=O)NC1CCCCC1)c1cccnc1)c1ccco1 (stereo not given)
  A: -1	B: -3	C: 4	D: 4	E: 9	F: 8	G: -9	H: 2	I: -11
molecule: CCN1CCN(C(c2ccc(OC)c(OC)c2)c2nnnn2C(C)(C)C)CC1 (stereo not given)
  A: 2	B: -1	C: -10	D: 2	E: 1	F: 7	G: 10	H: 0	I: 4
molecule: O=C(CSc1nc(O)c(C2CCCCC2)c(=O)[nH]1)Nc1ccc(Cl)cc1
  A: 0	B: -1	C: 10	D: -3	E: 12	F: 0	G: 17	H: -1	I: -17
molecule: c1ccc(Sc2ncnc3c2oc2ccccc23)nc1
  A: 3	B: 3	C: 6	D: 5	E: 12	F: -1	G: 2	H: 3	I: 20
molecule: CN1C(=O)SC(Nc2ccc(F)cc2)C1=O (stereo not given)
  A: -4	B: 6	C: 8	D: 9	E: 8	F: 16	G: 2	H: 1	I: -13

New compounds follow:
Screens by letter – A = JNK3 inh; B = CatB mix inh; C = AP ELISA ortho; D = ROCK2 blocker; E = E coli RNAP; F = PKA inh; G = CatS block; H = CatB block; I = RORA act
molecule: CCOC(=O)CNS(=O)(=O)CCN1C(=O)c2ccccc2C1=O
  A: .	B: 5	C: 5	D: .	E: 1	F: .	G: 5	H: 2	I: .
molecule: Cc1ccc(-c2noc(CSc3nnnn3-c3ccccc3)n2)cc1
  A: 4	B: -1	C: 10	D: 5	E: 1	F: 11	G: -5	H: 3	I: -28
molecule: O=C(CSc1nnc(-c2cccnc2)n1-c1ccccc1)NCc1ccc2c(c1)OCO2
  A: 3	B: -4	C: 15	D: -7	E: -8	F: 1	G: -3	H: -4	I: -11
molecule: CCN(Cc1ccncc1)C(=O)c1cccc(S(=O)(=O)N2CCOCC2)c1
  A: .	B: 1	C: 17	D: .	E: -13	F: -9	G: -7	H: 2	I: -17
molecule: CCc1ccccc1S(=O)(=O)Cc1ccc(C(=O)N2CCN(c3ccccc3OC)CC2)o1
  A: -7	B: 2	C: 18	D: 5	E: 5	F: 7	G: 1	H: 2	I: -18
molecule: CCCCCCNC(=O)CC(NS(=O)(=O)c1ccc(NC(C)=O)cc1)C(C)C (stereo not given)
  A: .	B: 1	C: 0	D: .	E: 5	F: 7	G: -2	H: 4	I: -9
molecule: CCN(CC)c1ccc(C2C(C(=O)Nc3ccccn3)=C(C)NC3=C2C(=O)CC(C)(C)C3)cc1 (stereo not given)
  A: -9	B: 1	C: 3	D: -1	E: 5	F: -2	G: 12	H: 4	I: 5
molecule: CCN1CCN(C(=O)CN(C)S(=O)(=O)c2ccc(OC)cc2)CC1
  A: -6	B: 42	C: 12	D: -7	E: -1	F: -3	G: 39	H: 3	I: -12
molecule: Cc1ccc2cc(CN(CCCO)S(=O)(=O)c3cccc4nsnc34)c(=O)[nH]c2c1C
  A: 1	B: -6	C: -4	D: -3	E: -1	F: -2	G: -6	H: -1	I: -16
molecule: CC(C)OC(=O)c1ccc(OC(=O)c2cccnc2)cc1
  A: 5	B: -6	C: 8	D: 3	E: 6	F: -2	G: -5	H: 2	I: 17
molecule: O=C(Cn1cccc1C(=O)c1ccccc1)NCCCN1CCOCC1
  A: 0	B: 5	C: 8	D: 5	E: 2	F: 3	G: 3	H: 2	I: -13
molecule: CC1CCc2nc(NC(=O)CN3CCN(Cc4ccc5c(c4)OCO5)CC3)sc2C1 (stereo not given)
  A: 4	B: 4	C: 16	D: -9	E: 6	F: -11	G: 2	H: -4	I: 7
molecule: CC(C)CC1(C)NC(=O)N(CCN2C(=O)c3ccccc3C2=O)C1=O (stereo not given)
  A: -2	B: 9	C: 11	D: -2	E: .	F: 2	G: 20	H: 3	I: -18
molecule: O=C(CC1C(=O)NCCN1C(=O)Nc1ccccc1)Nc1ccc2c(c1)OCCO2 (stereo not given)
  A: 4	B: 3	C: 3	D: 7	E: 8	F: 1	G: -7	H: 5	I: -10
molecule: CCCn1c(SCC(=O)N2CCCc3ccccc32)nnc1-c1ccccn1
  A: 4	B: -5	C: 14	D: -1	E: -6	F: -5	G: -8	H: 0	I: -4

(list continues)
Screens by letter – A = JNK3 inh; B = CatB mix inh; C = AP ELISA ortho; D = ROCK2 blocker; E = E coli RNAP; F = PKA inh; G = CatS block; H = CatB block; I = RORA act
molecule: CC[C@H](C)[C@H](NS(=O)(=O)c1ccc(C)cc1)C(=O)N1CCC(C(=O)N[C@H](C(=O)O)C(C)C)CC1
  A: 2	B: 8	C: -5	D: 4	E: 9	F: -7	G: 19	H: 1	I: -17
molecule: COc1ccc2c(c1)C1CC(C)(NC(=O)C1C(=O)c1ccccc1)O2 (stereo not given)
  A: 3	B: 1	C: 13	D: 4	E: -1	F: 5	G: -4	H: 4	I: -13
molecule: CC(=O)N1CCC(N(CCN2CCOCC2)C(=O)Nc2ccc(Cl)c(Cl)c2)CC1
  A: -2	B: 1	C: 13	D: 6	E: 7	F: 8	G: 8	H: 1	I: -25
molecule: CCN(CC)S(=O)(=O)c1ccc(C(=O)NCc2n[nH]c(=S)n2Cc2ccccc2)cc1
  A: 1	B: 5	C: 4	D: 0	E: 6	F: 0	G: 10	H: -2	I: -13
molecule: CCCCN(C)C(=O)c1coc(=O)c2ccccc12
  A: -1	B: 2	C: 13	D: 5	E: 0	F: 2	G: 2	H: 4	I: -16
molecule: COc1ccc(CNC(=O)C2CCN(C(=O)[C@@H](CC(C)C)NC(=O)OC(C)(C)C)CC2)cc1
  A: -11	B: -2	C: -2	D: -1	E: 0	F: 0	G: 10	H: 3	I: -8
molecule: O=C(CSc1nnc(C2CCCCC2)o1)N1CCCCC1
  A: 1	B: 2	C: 15	D: 6	E: 2	F: 9	G: -2	H: -1	I: 10
molecule: Cc1cnc(C(=O)N2CCN(S(=O)(=O)c3ccc4ccccc4c3)CC2)cn1
  A: 2	B: 5	C: 10	D: 1	E: 4	F: 2	G: 3	H: 0	I: -5
molecule: O=C(CNC(=O)c1cccs1)OCC(=O)c1cccs1
  A: .	B: 6	C: 20	D: .	E: 6	F: 0	G: 0	H: 0	I: -10
molecule: O=C(O)CCCNc1cc(N2CCC3(CC2)OCCO3)c2noc3c2c1C(=O)c1ccccc1-3
  A: 8	B: 4	C: 5	D: 3	E: 0	F: 0	G: 6	H: 3	I: 17
molecule: Brc1cc2c(cc1Cn1c(-c3cncs3)nc3ccccc31)OCO2
  A: -4	B: 7	C: 13	D: 3	E: 12	F: 0	G: 15	H: -1	I: 4
molecule: O=C1Nc2ccccc2N=C(c2ccccc2)C1N1CCOCC1 (stereo not given)
  A: -5	B: 5	C: 7	D: -6	E: 9	F: -15	G: -3	H: -2	I: 4
molecule: COc1ccc2c(c1OC)C(=O)OC2C1c2c(cc3c(c2OC)OCO3)CCN1C (stereo not given)
  A: 4&-2	B: -4&3	C: 13&26	D: 2&3	E: 1&-9	F: 3&12	G: 0&-8	H: -4	I: -16&7
molecule: COCCCn1cnc2c(c1=O)c1nc3ccccc3nc1n2-c1ccccc1
  A: 1	B: 8	C: 10	D: 3	E: -1	F: 5	G: 4	H: 2	I: -31
molecule: COc1ccc(NC(=O)c2cccnc2N2CCCCC2)cc1
  A: -2	B: -6	C: 9	D: 0	E: 2	F: -4	G: 8	H: -1	I: 8

3 entries already listed, ordered by length of the SMILES, falling:
Screens by letter – A = JNK3 inh; B = CatB mix inh; C = AP ELISA ortho; D = ROCK2 blocker; E = E coli RNAP; F = PKA inh; G = CatS block; H = CatB block; I = RORA act
molecule: Cc1cnc(C(=O)N2CCN(S(=O)(=O)c3ccc4ccccc4c3)CC2)cn1
  A: 2	B: 5	C: 10	D: 1	E: 4	F: 2	G: 3	H: 0	I: -5
molecule: COc1ccc(NC(=O)c2cccnc2N2CCCCC2)cc1
  A: -2	B: -6	C: 9	D: 0	E: 2	F: -4	G: 8	H: -1	I: 8
molecule: CCCCN(C)C(=O)c1coc(=O)c2ccccc12
  A: -1	B: 2	C: 13	D: 5	E: 0	F: 2	G: 2	H: 4	I: -16

Continuation.
Screens by letter – A = JNK3 inh; B = CatB mix inh; C = AP ELISA ortho; D = ROCK2 blocker; E = E coli RNAP; F = PKA inh; G = CatS block; H = CatB block; I = RORA act
molecule: CN(C)S(=O)(=O)c1ccc(N2CCCC2)c(C(=O)Nc2ccccc2N2CCOCC2)c1
  A: 0	B: 1	C: 0	D: 0	E: 2	F: 15	G: -2	H: 5	I: -18
molecule: Cc1cccc(NC(=O)CSc2nnc(-c3ccccc3Br)o2)c1C
  A: 4	B: 3	C: -1	D: 2	E: 4	F: 7	G: 15	H: -4	I: 11
molecule: CCC(Oc1ccccc1)C(=O)Nc1ccccn1 (stereo not given)
  A: -2	B: 0	C: 13	D: -2	E: 1	F: 1	G: -6	H: -1	I: -19
molecule: C=CCSc1nnc(NC(=O)CSc2nnc(C)s2)s1
  A: 9	B: 1	C: 18	D: 7	E: 5	F: 12	G: 0	H: 0	I: 1
molecule: CCc1cc2c(=O)c(-n3cnc4ccccc43)coc2cc1O
  A: -6	B: 1	C: 14	D: -2	E: 2	F: -5	G: 16	H: 2	I: 18
molecule: CCOC(=O)N1CCC(Nc2nc3ccccc3nc2NS(=O)(=O)c2ccc(Cl)cc2)CC1
  A: -4	B: 0	C: 18	D: 1	E: 2	F: 7	G: 1	H: 4	I: 21
molecule: CCOC(=O)Nc1sc2c(c1C#N)CCC(C)C2 (stereo not given)
  A: 4	B: 1	C: -21	D: 7	E: 5	F: 6	G: 9	H: 10	I: 38
